High-throughput results as filed in PubChem BioAssay.
Mdm2 ligase inh – inhibitors of human Mdm2 E3 ubiquitin ligase. Q00987. cell-based MDM2 ubiquitination luciferase reporter, 2 h; 0 = plate control, 100 = twice control, blank-subtracted. signal enhancement, % at 5 µM. actives 0.11% (n = 210,000);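 active = signal enhancement of 30% or more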;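 note: luminescence tracks abundance of the self-degrading MDM2-luciferase fusion protein; higher signal means inhibition of MDM2 E3 ligase activity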
Target sequence (Q00987 whole entry, looked up, the tested form may be a part): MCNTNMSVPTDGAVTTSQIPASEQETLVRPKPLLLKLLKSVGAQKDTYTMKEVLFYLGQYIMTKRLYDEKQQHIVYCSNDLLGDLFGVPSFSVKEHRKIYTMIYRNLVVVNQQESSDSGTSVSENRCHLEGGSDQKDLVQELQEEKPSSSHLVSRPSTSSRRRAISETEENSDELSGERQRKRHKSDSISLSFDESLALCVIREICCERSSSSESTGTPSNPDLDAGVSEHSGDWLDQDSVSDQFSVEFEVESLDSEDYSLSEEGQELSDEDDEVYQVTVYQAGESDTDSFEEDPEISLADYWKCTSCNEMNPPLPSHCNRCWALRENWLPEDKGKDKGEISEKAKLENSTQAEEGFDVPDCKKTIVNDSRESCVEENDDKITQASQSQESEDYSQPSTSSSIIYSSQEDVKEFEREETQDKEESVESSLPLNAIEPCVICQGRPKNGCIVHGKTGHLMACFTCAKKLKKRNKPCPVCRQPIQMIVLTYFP
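Test system: stable mammalian line carrying autodegrading MDM2–luciferase fusion reporter; quantity: 2000 cells in each well; times: 4 h cell settling then 2 h compound exposure, 37 °C; detection: luminescence with SteadyLite reagent, 15 min at room temperature; evaluation: percent signal gain over controls, blank-subtracted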
PERK inhibitor – blocks human PERK kinase | Q9NZJ5 | CHO PERK-DD fusion, SEAP luminescence translation reporter | inhibition, % at 5.6 µM | actives 0.17% (n = 220,000);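 active = inhibition above the mean inhibition of all tested compounds plus 3 SD, set separately per screening campaign, cut at about 2.9% in these data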;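 note: PERK kinase domain activated by AP20187 dimerizer at 100 nM; 0% = DMSO with dimerizer and 100% = rapamycin at 8.4 µM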
S1P4 antag – antagonists of human S1P4 receptor; O95977; S1P4-expressing cells, antagonist mode, reporter read-out; inhibition, % at 4.98 µM; actives 0.26% (n = 220,000); AID 1510; in the data active = inhibition above about 29%;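 note: 0% = wells stimulated with agonist and 100% = vehicle wells without agonist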
eIF4E-4G inh – inhibitors of eIF4E and eIF4G interaction in translation initiation. P63073+Q04637. TR-FRET eIF4E-eIF4GI(517-606) binding, 2 h. inhibition, % at 21.7 µM. actives 0.37% (n = 220,000). AID 782;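 active = inhibition above about 30%, limit read from the data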;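 note: 0% = full FRET control wells and 100% = background wells lacking eIF4GI fragment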
Ba/F3 V617F tox – reduce viability of Ba/F3 cells dependent on JAK2V617F. inhibition, % at 5.6 µM. actives 1.1% (n = 220,000). Ba/F3 EpoR-JAK2V617F viability, ATP luminescence. AID 1446;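 active = inhibition above the campaign mean plus 3 SD over all tested compounds, cut at about 24% in these data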;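 note: cytokine-independent growth of Ba/F3 cells driven by EpoR plus mutant JAK2; 0% = DMSO-treated cells and 100% = JAK inhibitor I control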
NPY2 pot ag – potentiators or agonists of human neuropeptide Y receptor Y2 | P49146 | cells expressing NPY-Y2, potentiator/agonist read-out | actives 0.45% (n = 220,000) | activation, % at 3.6 µM; in the data active = activation above about 27%;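 note: cells stimulated with NPY near EC25 plus isoproterenol at EC100; 0% = vehicle plus submaximal agonist and 100% = vehicle plus saturating agonist; some results beyond the cut were filed as inactive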
Target sequence (P49146 whole entry, looked up): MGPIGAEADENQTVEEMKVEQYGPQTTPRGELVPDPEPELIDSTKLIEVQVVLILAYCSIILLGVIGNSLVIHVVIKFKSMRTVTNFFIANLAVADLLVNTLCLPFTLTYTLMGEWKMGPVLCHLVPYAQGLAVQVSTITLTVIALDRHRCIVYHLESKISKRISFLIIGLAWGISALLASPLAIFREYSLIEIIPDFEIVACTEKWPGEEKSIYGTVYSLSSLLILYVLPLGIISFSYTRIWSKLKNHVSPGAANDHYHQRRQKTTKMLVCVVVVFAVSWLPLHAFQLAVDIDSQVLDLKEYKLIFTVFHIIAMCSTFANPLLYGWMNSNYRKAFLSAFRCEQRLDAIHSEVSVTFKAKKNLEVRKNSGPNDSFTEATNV
Wee1 stabilizer – inhibitors of human Wee1 degradation; P30291; reporter increase, % at 5 µM; actives 1.2% (n = 220,000); HeLa Luc-Wee1K328M stability, luciferase luminescence; 100% = proteasome inhibitor MG132 effect;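 active = activation above the mean of all tested compounds plus 3 SD, set per screening run, cut at about 8.8% in these data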;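 note: cells exposed to compound for 20 h before luminescence read; 0% = DMSO alone and 100% = MG132 at 30 µM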
BaF3 tox – parental Ba/F3 viability inhibition as JAK2V617F counter-screen; actives 1.1% (n = 220,000); CellTiter-Glo ATP luminescence; inhibition, % at 5.6 µM;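 active = inhibition above a per-campaign cutoff, the mean inhibition of all tested compounds plus 3 SD, cut at about 27% in these data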;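 note: 0% = DMSO wells and 100% = JAK Inhibitor I control wells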
S1P4 agonist – activates the human S1P4 receptor. S1P4-expressing cell line, agonist reporter assay. activation, % at 4.98 µM. actives 0.35% (n = 220,000); in the data active = activation above about 11%;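 note: 0% = DMSO vehicle and 100% = reference agonist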
Numbers without * were called inactive; . = no result given; [ ] = remark or other dose.

Results follow in this order: Mdm2 ligase inh	PERK inhibitor	S1P4 antag	eIF4E-4G inh	Ba/F3 V617F tox	NPY2 pot ag	Wee1 stabilizer	BaF3 tox	S1P4 agonist
1) Cc1cccc(N2CCN(Cc3cn(C)nc3-c3ccccc3F)CC2)n1
  -8	-1.1	-7	-1	24*	1	6	18	1.0
2) Cc1cc(C(=O)N/N=C2\CCCc3ccccc32)c(C)o1
  5	1.0	1	-2	0	-10	4	7	-1.4
3) COc1cc(OC)cc(C(=O)NCC(=O)OCC(=O)N2c3ccccc3NC(=O)C2(C)C)c1
  -13	-1.1	-4	5	4	-7	3	7	-0.1
4) CC(C)Cn1c2c(c(O)c(C(=O)Nc3ccc(F)cc3)c1=O)CCCC2
  -17	1.7	-3	-6	-4	8	4	-1	-1.7
5) N#CCSc1ncccc1-c1nc2ccccc2[nH]1
  -3	-0.6	-8	-2[fluorescence artefact?]	2	-19	-2	7	0.5
6) CCC(OC(=O)c1nsc(Cl)c1Cl)C(=O)NCc1cccs1 (centres undefined)
  -3	-1.2	3	2	0	-9	-2	2	0.2
7) O=C1CCC/C(=N\NC(=O)c2ccc(CSc3cccc4cccnc34)cc2)C1
  -5	0.6	-8	0	1	3	0	8	1.7
8) CCN1C(=O)/C(=C/c2cc(C)n(C)c2C)SC1=Nc1ccc(OC)cc1
  -18	-1.1	2	-1	0	3	1	5	-3.0
9) COc1ccc(-c2nc3cc([N+](=O)[O-])ccc3o2)cc1
  -37	-0.1	8	3	2	-14	14*	8	-3.0
10) Cn1nc(-c2ccc(Cl)cc2)c2cc(C(=O)NCCCN3CCOCC3)sc21
  -16	-1.4	-3	-3[fluorescence artefact?]	1	4	0	4	0.1
11) Cc1occc1C(=O)N/N=C/c1cnn(C)c1C
  7	1.1	1	-2	-1	0	0	3	-5.3
12) CC(C)=CCCC(C)N(C=O)C(C)CCC=C(C)C (centres undefined)
  .	0.7	-16	.	-1	13	-1	1	-0.2
13) Clc1cc(Br)ccc1OCCCn1ccnc1
  -6	0.6	-21	0	-1	5	-2	5	0.8
14) O=C(NC1CCCC1)c1ccc([N+](=O)[O-])s1
  -3	0.0	-9	3	0	9	-1	4	1.1
15) COc1ccc(CCNc2cc(C)nc3c(-c4ccc(Cl)cc4)c(C)nn23)cc1OC
  -4	-1.1	-6	12	3	-7	4	5	1.1
16) NC(=O)CSc1nnnn1-c1cccc(Cl)c1
  -2	1.1	-9	0	0	-4	0	8	-4.1
17) CN(C)c1ccc(NC(=O)Oc2ccccc2)cc1
  -9	-0.3	-19	17	0	9	1	9	2.9
18) COc1cccc(CSc2nc3ccncc3[nH]2)c1
  -32	-0.1	-5	3	8	-2	1	8	2.2
19) O=C1C2C3c4ccccc4C(c4ccccc43)C2C(=O)N1Cc1ccccn1 (centres undefined)
  10	-0.3	-7	2	3	4	0	7	0.7
20) c1ccc2[nH]c(CSc3ncnc4c3oc3ccccc34)nc2c1
  -15	-1.7	8	4	4	-27	2	6	-3.8
21) Cc1cccc(NC(=O)CSc2nnc(NC(=O)CN3CCCCC3)s2)c1
  12	-0.2	9	15	-2	5	2	3	-0.7
22) CNc1ccc(Cl)cc1C(N)=O
  -8	0.1	-2	-2	-1	6	1	-1	1.1
23) COc1ccccc1NS(=O)(=O)c1cccc(C(=O)N/N=C2\CC(=O)CC(C)(C)C2)c1
  .	-0.7	-13	-1	2	5	3	4	-1.2
24) CCCCN(C)C/C(O)=C(\C#N)c1nc(-c2ccccc2)cs1
  -17	-0.6	-4	-4[fluorescence artefact?]	1	6	-2	3	-0.7
25) Cc1ccc(C2N(c3ccc(Cl)c(Cl)c3)C(=O)C3CCCN32)o1 (centres undefined)
  -4	-0.1	-7	-10	-4	17	-1	2	1.6
26) COc1ccc(-n2nnc3c(=O)n(CC(=O)Nc4cc(C)on4)cnc32)cc1OC
  -15	0.6	-8	-4	2	-7	0	3	-1.0
27) Cc1c(Cl)cccc1NC(=O)CSc1nc2c(c(=O)[nH]1)CCCC2
  -1	0.8	-10	3	-4	-8	0	1	6.0
28) CN(C)S(=O)(=O)c1ccc(C(=O)NCCOc2ccccc2)cc1
  -10	0.1	8	1	-2	-10	6	0	3.0
29) Cc1ccc(NC(=O)C(CC(C)C)NC(=O)C2CCC(C)CC2)nc1 (centres undefined)
  1	-0.1	-12	2	-1	2	-1	3	-3.0
30) O=C(CSc1ccc(Cl)cc1)NC1CCCC1
  -10	1.1	-7	.	3	10	7	9	0.7
31) CCN(CC)CCn1c(NCc2nc3ccccc3n2Cc2ccccc2)nc2ccccc21
  -11	-1.3	-4	-7[fluorescence artefact?]	0	-1	-2	2	-1.9
32) Cc1nn(CCOc2ccccc2)c(=O)n1-c1ccc(Cl)cc1
  -4	0.6	4	2	4	-12	0	4	1.6
33) O=C(CSc1nnnn1C1CCCCC1)Nc1ccccc1F
  -8	-0.7	-15	0	-4	0	-3	3	1.8
34) CCn1c(=O)c([N+](=O)[O-])c(NCc2ccco2)c2ccccc21
  8	0.0	-3	0	0	-9	1	2	1.8
35) CCOC(=O)c1cnn(-c2ccc(C(C)C)cc2)c1NC(=O)C1CCC1
  -3	0.7	-10	-4	-2	5	0	6	-0.3
36) CC1Cc2nc(SCC(=O)NCC3CCCO3)n(Cc3ccccc3)c(=O)c2S1 (centres undefined)
  -10	-1.2	-13	3	-2	1	3	3	2.1
37) O=C(Nc1nnc(C2CC2)s1)C1Cc2ccccc2CN1C(=O)c1ccco1 (centres undefined)
  -10	-0.1	5	5	4	-16	-3	11	0.2
38) C=CCn1c(=O)c2ccc(C(=O)NCc3ccccc3)cc2n(Cc2cccc(Cl)c2)c1=O
  .	0.1	-9	-2	0	13	-1	4	3.0
39) CCC(CC)C(=O)c1c[nH]c(C(=O)NCc2cccnc2)c1
  -2	0.4	-8	2	0	6	-1	3	-0.2
40) O=C(Nc1ccc(N2CCN(Cc3ccccc3)CC2)cc1)c1ccccc1[N+](=O)[O-]
  -1	0.1	-16	1	1	6	-1	4	-0.9
41) COc1cc(/C=N/N=C(/C(=O)c2ccccc2)c2ccccc2)cc(OC)c1O
  .	0.1	-10	3	0	2	12*	9	0.8
42) COc1cccc(CC2(CO)CCCN(S(=O)(=O)N(C)C)C2)c1 (centres undefined)
  -12	-0.3	1	-1	-1	5	-1	6	2.7
43) O=C(CN1CCN(CC(=O)Nc2ccccn2)CC1)Nc1ccccn1
  -11	-0.1	1	3	-5	13	0	1	-1.1
44) COC(=O)c1ccccc1NC(=O)c1ccc(COc2cc(C)cc(C)c2)o1
  -3	0.1	-5	-11	3	-10	0	1	1.3
45) O=C1c2ccccc2C(=O)N1CCCc1nc2ccccc2c(=O)n1-c1cccnc1
  -10	-1.0	2	1	1	9	-4	3	-0.4
46) CCO/C=C/C(O)(CNC(=O)c1ccc(C(C)(C)C)cc1)C(F)(F)F (centres undefined)
  -2	0.8	-16	-3	2	-11	0	3	0.5
47) CSc1nsc2nc(=O)c(/C=C3\C(C)=Nc4ccc(C)cc43)c(N)n12
  -7	0.8	-5	1	5	-1	-1	8	1.1
48) CS(=O)(=O)N(CC(=O)NCc1ccncc1)C1CCCCC1
  -1	0.7	5	3	-3	6	-3	0	1.6
49) Cc1cnc(NC(=O)CCNC(=O)c2ccc([N+](=O)[O-])cc2)s1
  -6	0.3	6	3	1	-5	-2	6	0.0
50) O=C(NNC(=O)c1ccc(NC(=O)c2ccccc2)cc1)c1ccccc1
  -13	0.8	-10	-3	-1	6	5	-2	0.5

(listing goes on)
Results follow in this order: Mdm2 ligase inh	PERK inhibitor	S1P4 antag	eIF4E-4G inh	Ba/F3 V617F tox	NPY2 pot ag	Wee1 stabilizer	BaF3 tox	S1P4 agonist
51) O=C(N1CCCCC1)C12CC3CC(CC(C3)C1)C2
  2	1.0	-4	2	-5	5	0	2	0.4
52) COc1ccc(S(N)(=O)=O)cc1C(=O)NCCCN1CCN(c2cccc(Cl)c2)CC1
  -1	-0.1	-7	0	2	-9	-1	6	2.9
53) COc1cc(C(C(=O)NC2CCCCC2)N(CCN2CCOCC2)C(=O)C2COc3ccccc3O2)cc(OC)c1OC (centres undefined)
  5	1.4	-13	-2	-2	-9	-2	2	-0.7
54) Cc1c(Cc2ccc3c(c2)OCO3)sc(NC(=O)C(C)(C)C)c1C#N
  2	-0.4	-6	-4	0	-3	6	1	0.0
55) Cc1ccc(-c2ccc(=O)n(CC(=O)NCCCN3CCCCC3C)n2)cc1 (centres undefined)
  7	0.8	-8	3	-1	-4	-2	4	-1.8
56) CCOC(=O)c1[nH]c(C)c(C(=O)N2CCN(c3ccc(OC)cc3)CC2)c1C
  -14	0.1	-3	-3	2	0	5	13	1.3
57) CCC1Oc2ccc(C)cc2N(CC(=O)NCCN2CCCCCC2)C1=O (centres undefined)
  -16	-1.2	-14	-1	0	-7	-2	2	1.4
58) CCOC(=O)C(NC(=O)c1ccccc1)(OCc1ccc(F)cc1)C(F)(F)F (centres undefined)
  -18	-1.0	8	-3[fluorescence artefact?]	8	-6	0	11	-1.4
59) COc1ccc(Cn2nnnc2CN(CCCN2CCOCC2)Cc2cc3cc(OC)ccc3[nH]c2=O)cc1
  -4	0.1	-9	-1	2	-8	-3	2	1.6

In the list so far, these have a Cl atom:
Results follow in this order: Mdm2 ligase inh	PERK inhibitor	S1P4 antag	eIF4E-4G inh	Ba/F3 V617F tox	NPY2 pot ag	Wee1 stabilizer	BaF3 tox	S1P4 agonist
6) CCC(OC(=O)c1nsc(Cl)c1Cl)C(=O)NCc1cccs1 (centres undefined)
  -3	-1.2	3	2	0	-9	-2	2	0.2
10) Cn1nc(-c2ccc(Cl)cc2)c2cc(C(=O)NCCCN3CCOCC3)sc21
  -16	-1.4	-3	-3[fluorescence artefact?]	1	4	0	4	0.1
13) Clc1cc(Br)ccc1OCCCn1ccnc1
  -6	0.6	-21	0	-1	5	-2	5	0.8
15) COc1ccc(CCNc2cc(C)nc3c(-c4ccc(Cl)cc4)c(C)nn23)cc1OC
  -4	-1.1	-6	12	3	-7	4	5	1.1
16) NC(=O)CSc1nnnn1-c1cccc(Cl)c1
  -2	1.1	-9	0	0	-4	0	8	-4.1
22) CNc1ccc(Cl)cc1C(N)=O
  -8	0.1	-2	-2	-1	6	1	-1	1.1
25) Cc1ccc(C2N(c3ccc(Cl)c(Cl)c3)C(=O)C3CCCN32)o1 (centres undefined)
  -4	-0.1	-7	-10	-4	17	-1	2	1.6
27) Cc1c(Cl)cccc1NC(=O)CSc1nc2c(c(=O)[nH]1)CCCC2
  -1	0.8	-10	3	-4	-8	0	1	6.0
30) O=C(CSc1ccc(Cl)cc1)NC1CCCC1
  -10	1.1	-7	.	3	10	7	9	0.7
32) Cc1nn(CCOc2ccccc2)c(=O)n1-c1ccc(Cl)cc1
  -4	0.6	4	2	4	-12	0	4	1.6
38) C=CCn1c(=O)c2ccc(C(=O)NCc3ccccc3)cc2n(Cc2cccc(Cl)c2)c1=O
  .	0.1	-9	-2	0	13	-1	4	3.0
52) COc1ccc(S(N)(=O)=O)cc1C(=O)NCCCN1CCN(c2cccc(Cl)c2)CC1
  -1	-0.1	-7	0	2	-9	-1	6	2.9
